CRFBP-R2 block – blocks CRF-induced signaling of the CRF-BP/CRF-R2 complex | HEK293 CRF-R2/CRF-BP, CRF-induced calcium fluorescence | inhibition, % at 11.8 µM | 0.59% of 350,000 active | AID 588475;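 active means inhibition of the ligand-induced calcium signal above about 50% at the single tested concentration, limit read from the data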
CRFBP-R2 agonist – agonists of human CRF-binding protein/CRF-R2 receptor complex | activation, % at 13.2 µM | 0.46% of 350,000 active | HEK293 CRF-R2/CRF-BP, calcium dye fluorescence (FLIPR); percent of saturating CRF peptide response;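 active means activation of at least 50%, plus an integration ratio under a set limit after plate pattern correction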;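 further: plate controls were neutral control wells without compound for no effect and CRF at EC100 for full effect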
M4 ag – CHRM4 agonism in calcium assay | P08173 | 0.14% of 360,000 active | CHO-K1 hM4/Gqi5, Fluo-8 calcium fluorescence; vehicle 0%, full acetylcholine response 100% | activation, % at 3 µM;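 active means activation above the run mean over all test wells plus 3 SD, cut at about 32% in these data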;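 further: peak over basal fluorescence ratio per well then scaled between controls; 0% = DMSO wells and 100% = acetylcholine at EC100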
Target sequence (P08173 whole entry, looked up): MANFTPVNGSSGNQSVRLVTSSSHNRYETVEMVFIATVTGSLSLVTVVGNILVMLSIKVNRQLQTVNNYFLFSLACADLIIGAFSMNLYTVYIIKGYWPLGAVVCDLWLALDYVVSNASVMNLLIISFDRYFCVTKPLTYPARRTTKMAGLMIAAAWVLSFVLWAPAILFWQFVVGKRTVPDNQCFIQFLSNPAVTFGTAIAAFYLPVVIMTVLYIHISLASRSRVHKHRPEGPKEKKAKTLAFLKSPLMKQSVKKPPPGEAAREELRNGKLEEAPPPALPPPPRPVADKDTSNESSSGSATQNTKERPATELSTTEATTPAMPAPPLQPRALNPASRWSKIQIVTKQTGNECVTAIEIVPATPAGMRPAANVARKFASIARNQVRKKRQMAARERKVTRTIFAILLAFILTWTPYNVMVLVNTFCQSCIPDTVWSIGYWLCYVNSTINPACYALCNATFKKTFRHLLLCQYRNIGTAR
CHRM4 PAM – positive allosteric modulators of human muscarinic M4 receptor. P08173. CHO-K1 hM4/Gqi5, Fluo-8 calcium fluorescence, ACh EC20; 0% = ACh EC20, 100% = maximal ACh. activation, % at 3 µM. 0.4% of 360,000 active. AID 624126;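 active means activation above its plate's cutoff, the mean activation of sample wells plus 3 SD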; further: some results filed as inactive read as strong as hits
IDE cell inh – inhibitors of human insulin-degrading enzyme in cells. P14735. HEK cells, FAbetaB cleavage, fluorescence polarization. inhibition, % at 5.59 µM. 0.41% of 320,000 active;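 active means percent inhibition above the average of all tested compounds plus 3 SD, set per screening campaign, cut at about 16% in these data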;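 further: IDE supplied by intact live HEK cells; FP after avidin binding of uncleaved biotin substrate so inhibition keeps polarization high; 0% = DMSO wells and 100% = 60 µM reference IDE inhibitor Ii1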
CHRM5 antagonist – antagonists of human muscarinic M5 receptor (CHRM5); inhibition, % at 3 µM; CHO-hM5 cells, Fluo-8 calcium fluorescence, ACh EC80; 0.59% of 360,000 active; AID 624040;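 active means inhibition above a per-plate cutoff, the mean of that plate's test compounds plus 3 SD, cut at about 27% in these data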;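 further: 0% = acetylcholine EC80 with DMSO and 100% = DMSO without agonist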
Target sequence (P08912 whole entry, looked up): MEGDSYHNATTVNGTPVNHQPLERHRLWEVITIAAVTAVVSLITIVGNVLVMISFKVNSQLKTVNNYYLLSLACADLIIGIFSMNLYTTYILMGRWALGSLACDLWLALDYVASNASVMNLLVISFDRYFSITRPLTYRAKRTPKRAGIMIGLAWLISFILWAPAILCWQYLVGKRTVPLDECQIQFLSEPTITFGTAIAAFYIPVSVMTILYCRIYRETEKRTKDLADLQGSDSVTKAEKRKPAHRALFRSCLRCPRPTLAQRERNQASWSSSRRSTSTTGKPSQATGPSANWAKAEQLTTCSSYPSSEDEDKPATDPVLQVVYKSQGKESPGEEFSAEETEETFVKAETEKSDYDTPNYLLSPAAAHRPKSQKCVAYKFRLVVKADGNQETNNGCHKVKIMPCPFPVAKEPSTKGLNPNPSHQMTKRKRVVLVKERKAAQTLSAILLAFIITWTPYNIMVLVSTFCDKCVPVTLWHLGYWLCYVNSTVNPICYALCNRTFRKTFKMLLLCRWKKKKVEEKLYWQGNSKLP
CHRM5 PAM – positive allosteric modulators of human muscarinic M5 receptor. P08912. CHO-K1 hM5, Fluo-8 calcium, ACh EC20 PAM; 0% = ACh EC20, 100% = ACh EC100. activation, % at 3 µM. 0.3% of 360,000 active;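 active means activation above the run cutoff, the mean activation of all test compounds plus 3 SD, cut at about 18% in these data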
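Assay system: CHO-K1 hM5 cells / Incubation: Fluo-8 loading 80 min at 37 °C plus 30 min room temperature / Technique: Fluo-8 calcium dye fluorescence, kinetic read / Repeats: single replicate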
CHRM5 agonist – agonists of human muscarinic M5 receptor (CHRM5); P08912; CHO-K1 hM5 cells, Fluo-8 calcium fluorescence; 0% DMSO wells, 100% maximal acetylcholine response; activation, % at 3 µM; 0.19% of 360,000 active;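 active means activation above the run's mean over test compounds plus 3 SD, cut at about 23% in these data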;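 further: signal is peak over basal fluorescence ratio across the kinetic read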
M4 antag – blocks acetylcholine activation of human M4 receptor; inhibition, % at 3 µM; 0.73% of 360,000 active; AID 624125; P08173; CHO-hM4 cells, ACh EC80, Fluo-8 calcium fluorescence;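 active means inhibition above its plate's cutoff, the mean inhibition of sample wells plus 3 SD, cut at about 27% in these data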;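 further: 0% = acetylcholine EC80 with DMSO and 100% = DMSO without agonist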
* hit, by the source's call; . = no result given.

SMILES	CRFBP-R2 block	CRFBP-R2 agonist	M4 ag	CHRM4 PAM	IDE cell inh	CHRM5 antagonist	CHRM5 PAM	CHRM5 agonist	M4 antag
Cc1nn(-c2ccccc2)c(C)c1P(=O)(c1ccccc1)N(C)C (stereo unspecified)	0	-0.3	1	5	-1	-5	3	1	13
COc1ccc(C(CCNCc2ccc(N(C)C)cc2)c2ccccc2OC)cc1 (stereo unspecified)	-3	-0.4	12	-8	.	12	-4	0	-3
COc1ccc(C2N(Cc3ccccc3)CCN2Cc2ccccc2)cc1[N+](=O)[O-]	0	3.6	2	2	2	-14	0	-2	-6
COc1cc(/C=C2/SC(=S)N(CCC(=O)Nc3ccc(C(=O)O)cc3)C2=O)cc(OC)c1OC	-6	0.7	8	5	-1	5	1	-5	0
Cc1nnc2c3ccccc3c(-c3cccc4ccccc34)nn12	19	-1.8	1	7	.	0	5	2	1
CCOc1cc(S(=O)(=O)NCCCn2ccnc2)ccc1Cl	18	0.3	2	2	1	11	-2	-3	5
COc1ccc(C2(C(=O)O)CCCC2)cc1	5	-1.1	0	2	1	5	-2	-1	4
COc1ccc(/C=C2\CCc3ccccc3C2=O)cc1OC	21	-0.6	11	-3	-2	6	-10	0	-5
CC(C(=O)Nc1cc([N+](=O)[O-])ccc1Cl)N1CCN(c2ccc(O)cc2)CC1 (stereo unspecified)	13	-0.4	3	0	7	-3	2	2	-3
CCOC(=O)C1=C(C)NC2=C(C(=O)CC(C)(C)C2)C1c1coc2ccccc2c1=O (stereo unspecified)	15	-0.9	3	-5	-3	-11	8	4	-14
O=C(c1ccc(Br)o1)N(c1ccc(Br)cc1)C1C=CS(=O)(=O)C1 (stereo unspecified)	-14	0.3	4	20	-1	-8	1	6	-4
COCCN(C(=O)Nc1ccc(OC)cc1OC)C1CCN(C(C)C)CC1	-7	-1.0	1	7	4	-4	-1	1	3
CCc1c(C)sc2nc(SCC(=O)Nc3cc(C)on3)n(CCOC)c(=O)c12	11	-1.1	0	9	-7	3	-4	-2	2
N=c1sccn1CC(=O)Nc1cccc2ccccc12	13	-2.8	1	2	2	2	5	-2	1
COc1cc(CN2CCC(n3nccc3NC(=O)CCCc3ccccc3)CC2)ccc1O	4	-0.8	4	-5	2	3	-1	-4	2
CCOC(=O)C(Cc1ccc(O)cc1)NC(=O)c1cc2c(cn1)[nH]c1ccccc12 (stereo unspecified)	.	.	8	2	.	9	-16	2	13
COC(=O)c1cccc(NCN2C(=O)c3ccccc3C2=O)c1	9	-4.5	1	2	2	5	-8	-3	-2
Cc1ccc(NC(=O)CSc2n[nH]c(-c3ccco3)n2)c(C)c1	5	-3.8	12	-11	9	13	-2	2	5
Cc1ccccc1OCC(=O)Nc1ccc(N2CCN(C(=O)C(C)C)CC2)c(Cl)c1	-11	-0.1	20	-17	-1	13	-49	-1	16
O=C(Nc1ccccc1)N(Cc1ccc(Cl)cc1)CC(O)C(F)(F)F (stereo unspecified)	23	0.2	2	1	-2	-5	-4	0	4
Cc1cc(N2CCN(C(=O)c3cccs3)CC2)c(F)cc1[N+](=O)[O-]	-10	-1.4	20	-9	8	16	-22	6	20
CC(C)(C)SCCSC1=CC(=O)CC(c2ccccc2)C1 (stereo unspecified)	-26	0.5	-2	1	0	-4	1	-6	-11
Cc1ccc(NCC(=O)NNC2=NCCC2)c(C)c1	14	-0.4	0	-3	-1	0	1	-1	7
CCCCCN1C(=O)Cn2c(nc3ccccc3c2=O)C1C (stereo unspecified)	-11	-0.1	2	10	5	-19	18*	4	-13
COc1cccc(CNC(=O)C(C)n2ccc3cc(S(=O)(=O)N4CCCC4)ccc32)c1 (stereo unspecified)	9	-1.5	7	-2	7	1	3	-1	1

The last 6 records of the section above come first, to join the parts:
SMILES	CRFBP-R2 block	CRFBP-R2 agonist	M4 ag	CHRM4 PAM	IDE cell inh	CHRM5 antagonist	CHRM5 PAM	CHRM5 agonist	M4 antag
O=C(Nc1ccccc1)N(Cc1ccc(Cl)cc1)CC(O)C(F)(F)F (stereo unspecified)	23	0.2	2	1	-2	-5	-4	0	4
Cc1cc(N2CCN(C(=O)c3cccs3)CC2)c(F)cc1[N+](=O)[O-]	-10	-1.4	20	-9	8	16	-22	6	20
CC(C)(C)SCCSC1=CC(=O)CC(c2ccccc2)C1 (stereo unspecified)	-26	0.5	-2	1	0	-4	1	-6	-11
Cc1ccc(NCC(=O)NNC2=NCCC2)c(C)c1	14	-0.4	0	-3	-1	0	1	-1	7
CCCCCN1C(=O)Cn2c(nc3ccccc3c2=O)C1C (stereo unspecified)	-11	-0.1	2	10	5	-19	18*	4	-13
COc1cccc(CNC(=O)C(C)n2ccc3cc(S(=O)(=O)N4CCCC4)ccc32)c1 (stereo unspecified)	9	-1.5	7	-2	7	1	3	-1	1
CC(C)CC(=O)N1CCC(N(CCc2ccccc2)Cc2ccccc2)CC1	-1	-0.4	-1	-14	1	6	-1	-13	6
O=C(CCC(=O)OCCOc1ccccc1)OCCOc1ccccc1	.	.	4	-1	.	0	-5	2	-8
O=C(COc1ccc2ccccc2c1)Nc1ccncc1	0	0.1	12	-15	4	22	-23	12	13
O=C(NCCN1C(=O)CCC1=O)c1ccncc1	1	-0.1	1	15	2	-7	2	-1	-14
Cc1cc(OCC(=O)NCc2cccnc2)c2c(C)c(Cc3ccccc3)c(=O)oc2c1	-10	0.1	-1	-11	1	-1	5	-4	2
CC(C)[C@H](N)c1nnc2n1N=C(c1ccc(Cl)cc1)CS2	-20	0.9	0	2	4	7	-2	-4	4
O=C(OCC(=O)N1CCN(S(=O)(=O)c2ccc(Cl)cc2)CC1)C1CCC1	5	2.8	4	4	-3	0	-6	1	-9
OCC(O)/C=N/Nc1nc(N2CCCCC2)nc(N2CCCCC2)n1 (stereo unspecified)	4	-1.1	0	1	-1	-5	1	-2	-4
Nc1nc(C2CCCCC2)cs1	-5	-1.7	0	-2	4	5	3	1	6
C=C1CCC[C@]2(C)C[C@H]3OC(=O)C(CNC(C)(CO)CO)[C@H]3CC12 (stereo partly specified)	86*	-0.3	0	0	0	-4	2	-4	1
COc1ccc2oc(=O)c(C(=O)N3CCc4ccccc43)cc2c1	4	-0.5	0	13	-3	2	3	2	17
CC(=O)Oc1ccc(Cl)cc1/C=C/c1ccc2ccccc2n1	-2	6.7	5	-9	10	14	-17	-4	-2
COc1ccccc1OCCn1cc(C(=O)O)c2ccccc21	17	8.4	2	5	-3	-5	11	0	-17
O=C(C1CCC(=O)N(C2CC2)C1)N1CCC(Oc2cccc(F)c2)CC1 (stereo unspecified)	12	-0.2	1	8	2	8	-2	-4	3
CC(=O)C[C@H]1SC[C@@H](C(C)C)N1S(=O)(=O)c1ccc(C)cc1	.	.	-1	6	.	11	-1	-2	13
Cc1ccc2c(Cl)cc(Cl)c(OCC(=O)NC(C)(C)C)c2n1	-28	-1.1	-2	-5	0	4	1	-2	0
CC1CC(=O)N(CCc2ccccc2)C(=O)C1	-4	5.5	1	3	.	5	8	2	-9
CC(C)[C@H](NC(=O)c1ccco1)C(=O)Nc1ccc(N2CCCCCC2)cc1	-5	0.1	8	6	.	2	4	1	-5
COc1ccc(/C=C(/NC(=O)c2ccccc2)C(=O)N2CCCCC2)cc1	11	5.3	1	1	-1	-2	6	0	-2
c1ccc(C2CC(c3ccccc3)C(c3ccccc3)N2)cc1 (stereo unspecified)	-9	-0.1	-2	-2	4	8	-5	-1	1
Cc1cc(=O)[nH]c(-c2ccc(C(F)(F)F)cc2)n1	11	-0.4	0	-15	12	9	0	-2	3
CCC1=C(OC(=O)N(CC)CC)N2C(=O)OC(=NCC3CC3)[C@]2(Cc2ccccc2)[C@H]2C1=CC[C@H]1C(=O)N(c3ccccc3)C(=O)[C@H]12	-1	2.7	-1	6	5	7	-6	2	-1
CC(=O)Nc1ccc2c(c1)-c1ccc(F)cc1C2=O	-6	-1.8	2	-2	.	17	-14	0	2
CCCc1cc(=O)[nH]c(SCC(=O)Nc2cc(S(=O)(=O)N3CCCCC3)ccc2Cl)n1	15	-1.3	-1	-9	.	7	2	-4	14
CC(C)CN1CCN(Cc2ccc(C#CC(C)(C)O)cc2)CC1CCO (stereo unspecified)	-11	-0.2	0	-16	2	2	3	-10	12

(cont.)
SMILES	CRFBP-R2 block	CRFBP-R2 agonist	M4 ag	CHRM4 PAM	IDE cell inh	CHRM5 antagonist	CHRM5 PAM	CHRM5 agonist	M4 antag
CC(=O)N1CCN(c2ccccc2NC(=O)COc2cc(C)ccc2C(C)C)CC1	-13	1.9	11	-15	3	18	-13	0	14
CC(Sc1ncnc2ccccc12)C(=O)Nc1ccc2c(c1)OCCO2 (stereo unspecified)	17	-3.6	10	-5	0	10	-8	5	-6
O=S(=O)(NCc1cc(-c2ccc(Cl)cc2)no1)c1ccc(Cl)cc1	-19	0.2	6	-9	12	5	-3	-5	4
COc1cccc2cc(C(C)OC(=O)Nc3ccc(C)cc3)oc12 (stereo unspecified)	15	0.8	0	-5	6	7	-3	-4	-2
CN1CCCN(C(=O)c2ccc(Br)s2)CC1	-7	2.2	0	-7	-4	1	-9	-7	9
CCCn1c(SCC(=O)Nc2ccc(Cl)cn2)nnc1C1CC1	1	-0.2	0	2	2	16	-2	-1	10
Cc1nc(SCC(=O)NC2CCCC2)c2c(C)c(C)sc2n1	-1	-0.5	1	1	6	-4	5	-2	3
Cc1ccccc1NC(=O)COC(=O)c1ccc(CSc2ccc(Cl)cc2)cc1	-31	4.6	1	11	-2	1	-1	0	-1
O=C(CC1CC2CCC1C2)N1CCN(S(=O)(=O)c2ccccc2[N+](=O)[O-])CC1 (stereo unspecified)	-13	1.6	6	18	-3	8	-14	-1	-16
CC(C)c1ccc(N(CC(=O)NC2CCCC2)C(=O)CCC(=O)Nc2ccccn2)cc1	6	-1.3	2	8	-1	-1	2	-3	-16
COc1cccc(CN2CCC(C(=O)N3CCC(C)CC3)CC2)c1	4	1.3	0	-4	-6	1	9	7	1
C/C(N)=C(/C#N)C(=O)COC(=O)C(c1ccccc1)c1ccccc1	15	-1.6	1	-3	0	0	3	10	1
CCCCN(C(=O)c1ccc(-n2nc(C)cc2C)cc1)c1c(N)n(CCC)c(=O)[nH]c1=O	15	-1.6	0	12	.	0	4	1	-11
COc1ccc(NCc2nc3ccccc3n2CCOc2ccc(C)cc2)cc1	-41	4.6	6	-23	-3	14	-13	-1	6
c1coc(-c2nc3nc4ccccc4nc3n2-c2ccc3c(c2)OCCO3)c1	-6	-0.6	4	1	.	8	-6	3	-7
CCOc1cc(NC(=S)NCCCN2CCOCC2)c(OCC)cc1NC(=O)C1CC1	8	-1.7	0	5	-4	-6	4	2	-1
CCN(CC(=O)Nc1ccc(OC)cc1)C(=O)c1ccc(N2C(=O)CCC2=O)cc1	-5	-0.2	1	-1	0	7	-2	1	8
O=C(Nc1cccc(O)c1)c1cccc(S(=O)(=O)N2CCCC2)c1	7	0.7	1	-4	0	2	-4	-3	0
Cn1cccc1/C=N/n1cnnc1	-11	-2.6	1	5	-4	-1	-3	4	4
CCN(C(=O)CSc1nc2nc(C)cc(C)n2n1)c1cccc(C)c1	7	-0.9	0	12	7	-10	6	2	-8
CC(=O)Oc1ccc(OC(C)=O)c(SCCCCCCl)c1	-11	3.1	0	-11	.	15	-2	-14	-13
CC1=C(O)C(=O)OC1c1c(Cl)cccc1Cl (stereo unspecified)	3	-2.6	0	2	10	5	6	2	0
CCOC(=O)c1cc(=O)c2ccc(OCC(=O)Nc3ccc(F)cc3)cc2o1	-10	-4.2	4	13	5	5	1	4	-8

Compound activity from PubChem BioAssay.
